Source: PubChem BioAssay
CRFR2-BP antag = CRF-BP/CRF-R2 complex antagonism | HEK293 CRF-R2/CRF-BP, CRF-induced calcium fluorescence | inhibition, % at 11.8 µM | hit rate 0.59% among 350,000;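 active means inhibition of the ligand-induced calcium signal above about 50% at the single tested concentration, limit read from the data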
M4 PAM = positive allosteric modulators of human muscarinic M4 receptor; P08173; CHO-K1 hM4/Gqi5, Fluo-8 calcium fluorescence, ACh EC20; 0% = ACh EC20, 100% = maximal ACh; activation, % at 3 µM; hit rate 0.4% among 360,000; AID 624126;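 active means activation above its plate's cutoff, the mean activation of sample wells plus 3 SD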; further: some results filed as inactive read as strong as hits
Target sequence (P08173 whole entry, looked up): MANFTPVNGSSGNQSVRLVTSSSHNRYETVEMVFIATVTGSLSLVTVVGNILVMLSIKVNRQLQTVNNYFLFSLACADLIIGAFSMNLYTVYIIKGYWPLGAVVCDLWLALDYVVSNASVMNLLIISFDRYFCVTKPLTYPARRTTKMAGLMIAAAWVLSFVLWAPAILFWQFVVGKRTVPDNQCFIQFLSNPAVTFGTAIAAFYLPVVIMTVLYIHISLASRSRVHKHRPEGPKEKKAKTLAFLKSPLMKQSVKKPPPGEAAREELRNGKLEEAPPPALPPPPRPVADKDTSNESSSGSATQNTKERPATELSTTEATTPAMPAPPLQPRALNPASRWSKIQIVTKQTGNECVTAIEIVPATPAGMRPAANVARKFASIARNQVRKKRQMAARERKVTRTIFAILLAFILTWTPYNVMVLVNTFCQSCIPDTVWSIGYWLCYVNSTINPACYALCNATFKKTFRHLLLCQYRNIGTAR
M4 antag = CHRM4 antagonism in calcium assay; P08173; CHO-hM4 cells, ACh EC80, Fluo-8 calcium fluorescence; inhibition, % at 3 µM; hit rate 0.73% among 360,000; AID 624125;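 active means inhibition above its plate's cutoff, the mean inhibition of sample wells plus 3 SD, cut at about 27% in these data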;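 further: 0% = acetylcholine EC80 with DMSO and 100% = DMSO without agonist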
CHRM5 PAM = potentiates acetylcholine response at human M5 receptor; P08912; CHO-K1 hM5, Fluo-8 calcium, ACh EC20 PAM; 0% = ACh EC20, 100% = ACh EC100; activation, % at 3 µM; hit rate 0.3% among 360,000; AID 624038;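 active means activation above the run cutoff, the mean activation of all test compounds plus 3 SD, cut at about 18% in these data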
Target sequence (P08912 whole entry, looked up): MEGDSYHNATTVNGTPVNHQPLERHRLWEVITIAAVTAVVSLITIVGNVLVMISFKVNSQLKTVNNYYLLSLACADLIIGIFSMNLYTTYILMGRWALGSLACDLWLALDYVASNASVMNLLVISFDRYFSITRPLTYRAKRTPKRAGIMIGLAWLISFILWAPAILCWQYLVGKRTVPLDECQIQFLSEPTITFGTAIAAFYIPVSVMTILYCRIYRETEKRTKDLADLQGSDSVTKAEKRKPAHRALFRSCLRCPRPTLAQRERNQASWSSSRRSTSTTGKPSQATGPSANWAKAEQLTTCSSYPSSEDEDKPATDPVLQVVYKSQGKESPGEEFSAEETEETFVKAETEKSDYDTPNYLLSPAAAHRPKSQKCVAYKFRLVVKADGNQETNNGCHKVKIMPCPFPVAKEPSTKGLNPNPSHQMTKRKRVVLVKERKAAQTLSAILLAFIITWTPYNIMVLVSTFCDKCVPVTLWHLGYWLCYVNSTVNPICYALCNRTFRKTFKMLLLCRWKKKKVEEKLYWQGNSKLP
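System: CHO-K1 cell line with stable human muscarinic M5 receptor expression | Also added: EC20 acetylcholine as agonist stimulus | Compound: One concentration, 3 µM final (nominal) | Timing: Fluo-8 loading 80 min at 37 °C plus 30 min room temperature | Measured by: Fluo-8 calcium dye fluorescence, kinetic read | Read-out basis: % activation, ACh-normalized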
CRFBP-R2 agonist = CRF-BP/CRF-R2 complex agonism; hit rate 0.46% among 350,000; AID 588473; activation, % at 13.2 µM; HEK293 CRF-R2/CRF-BP, calcium dye fluorescence (FLIPR); percent of saturating CRF peptide response;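 active means activation of at least 50%, plus an integration ratio under a set limit after plate pattern correction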;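 further: plate controls were neutral control wells without compound for no effect and CRF at EC100 for full effect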
M5 antag = CHRM5 antagonism in calcium assay; CHO-hM5 cells, Fluo-8 calcium fluorescence, ACh EC80; inhibition, % at 3 µM; hit rate 0.59% among 360,000;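 active means inhibition above a per-plate cutoff, the mean of that plate's test compounds plus 3 SD, cut at about 27% in these data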;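 further: 0% = acetylcholine EC80 with DMSO and 100% = DMSO without agonist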
CHRM4 agonist = agonists of human muscarinic M4 receptor (CHRM4) | P08173 | AID 624127 | CHO-K1 hM4/Gqi5, Fluo-8 calcium fluorescence; vehicle 0%, full acetylcholine response 100% | activation, % at 3 µM | hit rate 0.14% among 360,000;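 active means activation above the run mean over all test wells plus 3 SD, cut at about 32% in these data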;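 further: peak over basal fluorescence ratio per well then scaled between controls; 0% = DMSO wells and 100% = acetylcholine at EC100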
M1 PAM = potentiates human M1 receptor response to acetylcholine. P11229. CHO-K1 hM1, Fluo-8 calcium fluorescence, ACh EC20; 0% = ACh EC20, 100% = maximal ACh. activation, % at 3 µM. hit rate 0.088% among 360,000. AID 588819; in the data active means activation above about 19%, passing the limit was not always enough
CHRM5 agonist = CHRM5 agonism in calcium assay | hit rate 0.19% among 360,000 | P08912 | AID 624037 | activation, % at 3 µM | CHO-K1 hM5 cells, Fluo-8 calcium fluorescence; 0% DMSO wells, 100% maximal acetylcholine response;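 active means activation above the run's mean over test compounds plus 3 SD, cut at about 23% in these data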;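 further: signal is peak over basal fluorescence ratio across the kinetic read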
* marks the source's active call; other numbers are inactive results; . = no result given.

SMILES	CRFR2-BP antag	M4 PAM	M4 antag	CHRM5 PAM	CRFBP-R2 agonist	M5 antag	CHRM4 agonist	M1 PAM	CHRM5 agonist
CN(C)Cc1csc(NC(=O)Nc2cccc(Cl)c2)n1	.	-2	-14	5	.	-5	6	2	2
CCc1nnc(NC(=O)CCC(=O)O)s1	-2	10	-6	-2	-1.3	1	1	8	1
CCn1cc(C(=O)NCCc2ccccc2)c(=O)c2cc(S(=O)(=O)N3CCCC3)ccc21	3	-1	8	-4	-0.1	12	5	2	-4
CCN(C(=O)CN1C(=O)NC2(CCc3ccccc32)C1=O)C1CCS(=O)(=O)C1 (stereo not given)	6	0	0	1	0.1	-1	0	5	0
CCOc1cccc(C(=O)NC(=S)Nc2cccc(C)c2)c1	-18	-3	-5	-9	-1.2	-2	-2	6	-2
COc1ccc(C2/C=C\CN(C(=O)c3ccccc3)CC(=O)N2Cc2ccc(F)cc2)cc1 (stereo not given)	-12	-8	0	-4	5.7	-4	9	2	4
CCOC(=O)c1[nH]cnc1C(=O)Nc1ccccc1OC	10	-4	9	-3	-3.2	9	0	-8	-3
O=C(O)CC(NC(=O)C1CCCCC1)c1cc([N+](=O)[O-])ccc1Cl (stereo not given)	-4	-17	5	-16	1.4	21	14	-5	1
COc1ccccc1Nc1nc(N)nc(CSC(=S)N2CCC(C)CC2)n1	9	-2	-6	-9	-2.5	5	0	5	-3
Cn1nccc1NC(=O)c1nccnc1C(=O)O	-4	1	-15	3	-0.3	3	1	8	-3
CCNC(=O)CN(c1ccc(C)cc1)S(=O)(=O)c1ccccc1	-32	5	-6	2	-0.6	2	0	10	0
O=C(CCCc1ccccc1)NCc1ccc(F)cc1	11	-3	1	-2	0.6	1	0	6	-4
COc1ccc(NC(=S)c2ccc(N(C)C)cc2)cc1	2	8	-4	1	-0.6	2	1	4	-1
CCCCn1c(=O)n(CC(=O)Nc2ccc(C)c(Cl)c2)c(=O)c2c1ncn2Cc1ccco1	-17	-1	-3	0	2.1	12	0	7	-4
O=C(COC(=O)c1cc(=O)c2ccccc2o1)NCc1ccccc1	15	4	-3	8	-1.5	-4	0	11	1

Overlap with the part before: 7 entries, followed by the next part.
SMILES	CRFR2-BP antag	M4 PAM	M4 antag	CHRM5 PAM	CRFBP-R2 agonist	M5 antag	CHRM4 agonist	M1 PAM	CHRM5 agonist
COc1ccccc1Nc1nc(N)nc(CSC(=S)N2CCC(C)CC2)n1	9	-2	-6	-9	-2.5	5	0	5	-3
Cn1nccc1NC(=O)c1nccnc1C(=O)O	-4	1	-15	3	-0.3	3	1	8	-3
CCNC(=O)CN(c1ccc(C)cc1)S(=O)(=O)c1ccccc1	-32	5	-6	2	-0.6	2	0	10	0
O=C(CCCc1ccccc1)NCc1ccc(F)cc1	11	-3	1	-2	0.6	1	0	6	-4
COc1ccc(NC(=S)c2ccc(N(C)C)cc2)cc1	2	8	-4	1	-0.6	2	1	4	-1
CCCCn1c(=O)n(CC(=O)Nc2ccc(C)c(Cl)c2)c(=O)c2c1ncn2Cc1ccco1	-17	-1	-3	0	2.1	12	0	7	-4
O=C(COC(=O)c1cc(=O)c2ccccc2o1)NCc1ccccc1	15	4	-3	8	-1.5	-4	0	11	1
C[C@@H]1CN([C@@H](C)CO)C(=O)CCCn2nncc2CO[C@@H]1CN(C)C(=O)Nc1cccc2ccccc12	-14	2	-14	5	0.3	-3	0	4	-1
COc1ccc(CN(C)CC(=O)Nc2ccccc2C(F)(F)F)cc1	-5	-7	-9	3	0.3	2	-1	1	2
C=CCn1cccc(C(=O)Nc2ccc(C)c(C)c2)c1=O	4	3	-9	-7	4.8	7	3	4	1
COc1ccc(/C(N)=N/OC(=O)c2ccc([N+](=O)[O-])c(C)c2)cc1OC	35	3	-3	3	0.2	3	2	16	-1
COC(=O)c1[nH]c2c(c1C)C(=O)CC(c1cc(OC)ccc1OC)C2 (stereo not given)	0	4	-9	-4	-0.6	0	4	-2	3
Cn1c(SCc2ccc(Cl)cc2)nnc1-c1ccc2nonc2c1	16	8	-4	7	-1.2	3	0	4	-1
Cc1cccc(NC(=O)CNC(=O)c2cc(S(=O)(=O)N(C)C)ccc2N2CCCC2)c1C	-2	4	-6	1	-1.4	-5	1	8	0
c1cncc(-c2nc(NCC3CCCO3)c3ccccc3n2)c1 (stereo not given)	-9	2	-8	-1	1.7	3	11	8	-1
CCOCc1nnc(NC(=O)CSc2ccccc2)s1	-6	-4	0	0	-0.2	2	0	4	1
Cc1ccc(C)c(S(=O)(=O)NCC(c2ccc3c(c2)OCO3)N2CCOCC2)c1 (stereo not given)	3	1	-9	4	-0.9	-7	1	11	2
N#CC1(NC(=O)Cn2ncc(Cl)c(Cl)c2=O)CCCCC1	15	11	-7	4	0.8	-4	0	11	3
Cc1ccc(NC(=O)CCCC(=O)OC(C)C(=O)c2ccccc2)cc1 (stereo not given)	7	-1	-9	-8	-0.3	18	4	-1	-1
COc1ccc(-n2ncc3c(=O)n(Cc4c(F)cccc4Cl)cnc32)cc1	20	7	-2	1	-3.8	14	1	-5	2
CC(C)CNC(=O)[C@H](Cc1ccccc1)NC(=O)c1cccs1	-3	-4	-1	2	0.2	6	1	12	-2
C=CCOc1ccc(CNc2ccc3[nH]c(=O)[nH]c3c2)cc1OCC	-2	10	-13	11	-0.8	-3	1	5	-9

Laid out differently: entries from further up.
Structure,CRFR2-BP antag,M4 PAM,M4 antag,CHRM5 PAM,CRFBP-R2 agonist,M5 antag,CHRM4 agonist,M1 PAM,CHRM5 agonist
N#CC1(NC(=O)Cn2ncc(Cl)c(Cl)c2=O)CCCCC1,15,11,-7,4,0.8,-4,0,11,3
Cc1ccc(NC(=O)CCCC(=O)OC(C)C(=O)c2ccccc2)cc1 (stereo not given),7,-1,-9,-8,-0.3,18,4,-1,-1
COc1ccc(-n2ncc3c(=O)n(Cc4c(F)cccc4Cl)cnc32)cc1,20,7,-2,1,-3.8,14,1,-5,2
CC(C)CNC(=O)[C@H](Cc1ccccc1)NC(=O)c1cccs1,-3,-4,-1,2,0.2,6,1,12,-2

More entries.
SMILES	CRFR2-BP antag	M4 PAM	M4 antag	CHRM5 PAM	CRFBP-R2 agonist	M5 antag	CHRM4 agonist	M1 PAM	CHRM5 agonist
Cn1c(=O)n(/N=C/c2ccccc2)c2ccccc21	15	-5	6	0	-3.0	-6	0	-1	-1
O=C1C=C(Nc2ccccc2)CC(c2ccccc2)C1 (stereo not given)	21	1	-7	4	1.0	1	2	5	2
COc1ccc(-c2noc(N3CCC(C(=O)NCCCN4CCC(C)CC4)CC3)n2)cc1	17	-2	0	-2	-0.5	0	3	-21	-3
CCSC1=N/C(=C\c2ccc(OC)cc2)C(=O)N1	-30	7	1	0	3.7	2	-1	7	-7
CCn1cc(C(=O)N2CCN(C(=O)c3ccco3)CC2)c2cc(OC)c(OC)cc2c1=O	7	0	0	2	-0.2	3	0	4	-2
Cc1ccc(-c2nnn(CC(=O)NC(=O)NC3CCCCC3)n2)cc1	-25	5	-6	2	3.1	-3	2	8	1
O=c1cc(CN2CCN(Cc3ccccc3)CC2)c2cc(Cl)ccc2o1	1	-2	5	-2	-1.9	-2	0	10	-13
CC[C@]12c3[nH]c4ccc(Cl)cc4c3CCN1C(=O)[C@@H](CC(=O)NC(C)(C)C)C[C@@H]2C(=O)N1CCN(C(=O)c2ccco2)CC1	-1	0	0	2	-2.3	-3	-1	16	-2
COc1ccc(CN2CCCC(C(=O)N3CCc4ccccc4C3)C2)cc1OC (stereo not given)	-14	-5	9	-1	0.5	12	1	7	-9
O=C1N[C@H](Cc2ccccc2)COC(=O)[C@H](Cc2ccc(F)cc2)C/C=C\C[C@@H]1CC(=O)N(CCO)Cc1ccccc1	-4	-9	2	-14	0.0	10	20	-1	1
CCOc1cc(/C=N/NC(=O)C(=O)Nc2cc(Cl)ccc2C)ccc1O	-21	-8	-2	-8	0.3	-4	7	6	3
CCCCNC(=O)n1c(=O)oc2ccc(Cl)cc21	-1	4	-3	8	-0.5	-3	0	1	-7
CCOC(=O)c1cc2sc(C)cc2n1CC(=O)Nc1ccc2c(c1)OCCO2	8	-2	2	-3	0.3	4	-1	-6	-3
C#CCOCCOCCOCCNc1nc(N2CCN(C(=O)[C@H](CCC(=O)O)n3cc(C(N)CC(C)C)nn3)CC2)nc(N2CCN(C(=O)[C@H](CCC(=O)O)n3cc(C(N)[C@H](C)CC)nn3)CC2)n1 (stereo not given in full)	2	-1	2	2	-1.1	5	2	0	3
Cc1ccc(NS(=O)(=O)c2cc(C(=O)N3CCOCC3)ccc2C)cc1C	-2	-2	-2	-4	-0.7	2	2	4	-1
O=C(NCc1ccc(Cl)cc1)c1ccc(CSc2nc3ccncc3[nH]2)cc1	19	-8	-2	-9	-1.4	6	8	1	-11
Cc1ccc(OCCNC(=O)c2cncc(Br)c2)cc1C	-26	-10	8	-6	-1.6	4	1	4	-3
c1ccc(-c2nc3ccccc3c3nncn23)cc1	-15	1	-4	2	0.7	-2	1	-3	-3
Cc1ccc(N(CC(=O)NC(C)(C)C)C(=O)CNC(=O)c2cccs2)c(C)c1	-6	0	-8	2	1.7	4	3	4	2
CN(C)c1cccc(CNC(=O)c2csc([C@@H]3C[C@H](O)[C@@H](CO)O3)n2)c1	.	8	-3	-2	.	-3	1	8	1
CC(C)(C)NC(=O)C(c1ccccc1)N(Cc1ccco1)C(=O)c1csnn1 (stereo not given)	9	-2	-11	-13	1.2	-2	0	1	-6
Cc1noc(C)c1COC(=O)CCCNC(=O)c1ccc(Cl)cc1	2	-3	8	-1	0.2	13	2	3	0
COCCN1C(=O)c2ccc(C(=O)NCc3ccco3)cc2C1=O	-7	8	2	2	-0.5	9	3	10	-3
Cc1ccc2c(c1)/C(=C/c1ccccc1F)C(=O)N2	-28	-5	-9	7	0.9	10	-1	8	-4
CCOC(=O)c1cc2c(nc1N)CC(C)(CC)OC2 (stereo not given)	-3	17*	0	-4	-0.4	2	1	2	2
Cc1cccc(NC2=NCC(=O)N2CCc2ccccc2)c1	-5	-3	0	-32	1.7	2	8	2	-5
